Mm-Cpn inhibitor: M. maripaludis TRiC chaperonin inhibition. purified Mm-Cpn ATPase, ADP Transcreener TR-FRET. Potency, µM (titrated, usually from 76.9 µM), for inactives: top-dose activity, negative = inhibition, hits mostly inhibitors. 0.031% of 330,000 active; note: potency is the fitted concentration of half-maximal effect; % is set by controls: 0 for no effect and ±100 for the full control effect; nearly all actives have a fitted effect of over 80% in size
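Eu-cryptate anti-ADP/ADP-d2 competition gives a ratio inversely related to ADP. Enzyme at 25 nM was pre-exposed to compound for 10 min, then given 10 uM ATP for 30 min, 37°C throughout.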
HepG2 tox: kills HepG2 cells in TGF-b inhibitor counter-screen | HepG2 CAGA-GFP viability, ATP luminescence, 18 h | Potency, µM (doses to about 46.1 µM), inactives show at the top dose activity change, negative = cytotoxicity, hits mostly cytotoxic | 0.76% of 410,000 active; note: potency is the fitted concentration of half-maximal effect; some results filed as inactive show a strong effect at the top dose
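CellTiter-Glo luminescence gave cytotoxicity after 18 hours at 37 degrees C. The cells were HepG2 CAGA-GFP in 1% FBS DMEM, stimulated with 500 pg/mL TGF-beta after compound addition. %Activity was normalised to no-cell wells (complete cell-killing) and DMSO (no toxicity), and curves were fitted and classified.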
Nrf2 inh: blocks Nrf2 signaling; A549 ARE-Fluc reporter, luciferase luminescence, 18-24 h; 2.1% of 360,000 active; Potency, µM (series often up to 46 µM), for inactives: top-dose activity change, negative = inhibition, usual class: inhibitors; note: potency is the fitted concentration of half-maximal effect; % is set by controls: 0 for no effect and ±100 for the full control effect; nearly all actives have a fitted effect of over 60% in size
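In this cell-based qHTS, ARE-driven firefly luciferase in A549 cells reports Nrf2 activity; the luminescent signal after BugLite lysis is the measured value, with a prior CellTiter-Fluor read for cell health.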
TGFb SMAD3 inh: inhibitors of TGF-b signaling; Potency, µM (top dose mostly 46.1 µM), without a hit: at the highest dose activity, negative = inhibition, actives largely listed as inhibitors; 1.2% of 410,000 active; HepG2 CAGA-GFP TGF-b/SMAD3 reporter, GFP fluorescence, 18 h; TGF-beta stimulated, 500 pg/mL final; note: potency is the fitted concentration of half-maximal effect; % is set by controls: 0 for no effect and ±100 for the full control effect; nearly all actives have a fitted effect of over 65% in size
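Smad-responsive CAGA-GFP expression was quantified in HEPG2 cells exposed to compounds and 500 pg/mL final TGF-beta for 18 h at 37 degrees C; unstimulated wells defined full inhibition.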
Akt phos inh: Akt phosphorylation inhibition; activity change, % for hits at 50 µM; Neuro2A IGF-stimulated pAkt S473 HTRF, 20 min; active compounds read low; 0.32% of 360,000 active; in the data active = activity change below about -80%; inconclusive = mostly about -51% to -80%; note: % is set by controls: 0 for no effect and ±100 for the full control effect
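Single-point screen (50 µM final compound) in Neuro2A cells stimulated 20 min with 6 nM IGF at 37 deg C. After lysis, Ser473-phosphorylated Akt read by HTRF (ex 330 nm, em 615/665 nm) as the 665/615 ratio.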
CCT chaperon mod: modulators of cytosolic chaperonin (CCT/TRiC) activity; purified chaperonin ATPase assay, HTRF ADP detection, 30 min; 0.3% of 360,000 active; activity change, % (test concentration not listed), hits read low; AID 651819; in the data active = activity change below about -30%; note: % is set by controls: 0 for no effect and ±100 for the full control effect
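TRiC (40 or 20 nM final, by batch activity) in 30 mM Tris pH 7.4, 100 mM KCl, 5 mM MgCl2, 1 mM DTT was treated with compound at 76 uM single dose, then 10 uM ATP, 30 min at 37 °C. ADP was read by HTRF Transcreener.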
Abeta rescue: restores growth of yeast expressing A-beta42 peptide; yeast expressing A-beta42, growth rescue, OD600, 48 h; response scale: 0% DMSO, 100% iron-clioquinol control; AID 1347071; Potency, µM (highest dose often 46.1 µM), for inactives: at the highest dose growth rescue, actives largely listed as activators; 0.063% of 410,000 active; note: potency is the fitted concentration of half-maximal effect; nearly all actives have a fitted effect of over 55% in size
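Growth rescue measured by 600 nm absorbance after 48 h yeast culture at 30 C with compound. Values normalized between DMSO and an equimolar ferric chloride plus clioquinol control.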
Nrf2 activator: activators of Nrf2 (ARE) signaling | AREc32 ARE-luciferase reporter (MCF7-derived line), luminescence, 24 h | Potency, µM (series often up to 46.1 µM), for the others: top-dose activation, hits mostly activators | 0.31% of 410,000 active | AID 624171; note: potency is the fitted concentration of half-maximal effect; % of control where 0% means no effect; nearly all actives have a fitted effect of over 65% in size
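ARE-driven firefly luciferase activity in AREc32 cells measured after a 24 hr compound exposure at 37 deg C, using Steady-Glo reagent and a 30 min room-temperature hold.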
A549 viability: counter-screen for Nrf2 inhibitors: cytotoxicity in A549 cells; A549 ARE-Fluc cells, CellTiter-Fluor viability, 18-24 h; Potency, µM (top dose mostly 46 µM), inactives show top-dose activity change, negative = cytotoxicity, hits mostly inhibitors; 0.16% of 390,000 active; note: potency is the fitted concentration of half-maximal effect; % is set by controls: 0 for no effect and ±100 for the full control effect
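A549 ARE_Fluc cells in 5% FBS OPTI-MEM were exposed to compounds in concentration-response for 18-24 h at 37 deg C. Viability was read by CellTiter-Fluor fluorescence (Ex 405/Em 525) after 30 min, before the luciferase read.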
Starred values were filed as active, the others as inactive; i = inactive; ? = inconclusive; · = no result given; [ ] = another dose, or the depositor's remark. Unless noted, calls come from the whole dose curve; as a rule, active = well fitted curve in the direction sought with a large enough effect; inconclusive = small, poorly fitted or top-dose-only effect, or another doubt; inactive = no such curve, though single readings can be large; an effect the other way counts as inactive or inconclusive.

SMILES	Mm-Cpn inhibitor	HepG2 tox	Nrf2 inh	TGFb SMAD3 inh	Akt phos inh	CCT chaperon mod	Abeta rescue	Nrf2 activator	A549 viability
Cc1nc(Cl)c(C(=O)NC(C)(C)C)c(C)c1Cl	-2%	7%	9%	3%	i	-1.6	-6%	0.3%	-1%
O=C(CCn1c(=O)oc2ccccc21)NCCCN1CCCC1=O	0%	-19%	0%	-12%	i	-1.4	5%	-0.5%	-3%
CN1CCCN(C(=O)c2cc(-c3cccc4ccccc34)nc3ccccc23)CC1	-1%	-19%	6%	-25%	i	-4.5	-7%	1.8%	-19%
O=C(O)c1cc(N2C(=O)C3CCCCC3C2=O)ccc1NCc1cccnc1 (stereo not drawn)	-19%	-9%	-3%	9%	i	-2.5	5%	0.3%	10%
CCOc1ccc(Cc2noc3c2C(=O)CCC3)cc1OCC	0%	-18%	?	-4%	i	3.8	-2%	4.4%	1%
O=C(COC(=O)COc1ccc(Cl)cc1)NCc1ccc2c(c1)OCO2	0%	12%	-1%	3%	i	-0.1	-8%	0.2%	-5%
Cc1nc2ccc(C(=O)OCc3nnc(-c4ccccc4)o3)cc2nc1C	-4%	-3%	3%	-3%	i	-2.1	3%	-0.2%	8%
Cn1c(N2CCOCC2)c(/C=N/OC(=O)c2cccnc2Cl)c2ccccc21	3%	8%	-4%	19%	i	-1.4	-1%	2.9%	8%
CCOC(=O)N1CCN(C(=O)Nc2cccc(Cl)c2)CC1	0%	-5%	-15%	6%	i	0.6	17%	0.2%	0%
CCC(NC(=O)NC1CCCCC1)c1ccccc1 (stereo not drawn)	3%	-13%	-1%	2%	i	-1.1	-10%	-0.1%	1%
CCOc1ccc(C2C(C#N)=C(N)Oc3nc[nH]c(=O)c32)cc1OC (stereo not drawn)	-9%	-7%	10%	23%	i	-4.0	-7%	-0.6%	26%
Cc1cccc(NC(=O)C(C)Sc2ncnc3sccc23)c1 (stereo not drawn)	·	-29%	·	-9%	i	-1.3	-26%	3.2%	·
CCn1cc(CNC(=O)c2cccc([N+](=O)[O-])c2)cn1	-2%	-26%	-16%	-6%	i	0.5	0%	0.4%	-2%
Nc1cc2c(cc1Br)-c1c(C(=O)O)cccc1C2O (stereo not drawn)	·	6%	-5%	-7%	i	-4.3	-13%	0.3%	1%
Cc1cccc(N2CCN(CC(=O)N(C)Cc3ccccc3)CC2C)c1 (stereo not drawn)	-1%	-24%	-1%	?	i	0.1	4%	0.3%	2%
O=C(Nc1ccc(S(=O)(=O)Nc2ncccn2)cc1)c1ccc(Br)cc1	·	-5%	·	-1%	i	0.3	12%	-0.1%	·
CCCCNC1c2ccccc2C(=O)N1Cc1ccccc1 (stereo not drawn)	0%	-4%	-30%	-6%	i	-0.2	-1%	1.0%[9.22 µM]	2%
COc1cc(C(=O)c2ccccc2)c(OC)cc1C(=O)Nc1ccc(O)cc1	-1%	-8%	-14%	-1%	i	-3.3	6%	0.3%	0%
O=C(c1cc(-c2ccc(F)cc2)no1)N1CCN(Cc2ccc3c(c2)OCO3)CC1	-1%	3%	?	14%	i	1.4	-7%	-1.0%	-8%
Cc1ccc2nc(CSc3nnc(-c4ccncc4)n3C)cc(=O)n2c1	2%	-1%	2%	7%	i	-1.3	-5%	-0.4%	-3%
S=c1[nH]c2cc(Br)cnc2[nH]1	0%	9%	-3%	-13%	i	-0.9	7%	-0.5%	-6%
Cc1ccc(-n2c(=O)c3ccc(C(=O)NCc4ccccc4Cl)cc3n(Cc3ccccc3F)c2=O)cc1	·	-22%	?	?	·	·	-8%	0.3%	2%
CC(c1ccccc1)n1cc(C(=O)NCc2ccncc2)nn1 (stereo not drawn)	1%	-1%	12%	2%	i	-0.2	13%	0.1%	-4%
Cc1ccc(/C=N/Nc2ncnc3nc[nH]c23)cc1	4%	1%	?	?	i	-1.5	-11%	5.6%	20%
CC(C)(C)N1CC(COc2ccccc2)OC1=O (stereo not drawn)	1%	25%	13%	1%	i	0.6	5%	2.8%	-2%

(cont.)
SMILES	Mm-Cpn inhibitor	HepG2 tox	Nrf2 inh	TGFb SMAD3 inh	Akt phos inh	CCT chaperon mod	Abeta rescue	Nrf2 activator	A549 viability
O=C1c2ccccc2C(=O)N1CCOc1ccccc1	·	-31%	?	-6%	i	-4.2	-9%	5.5%	13%
OC[C@H]1O[C@@H](c2nc(-c3ccc4c(c3)CCO4)no2)[C@H](O)[C@@H](O)[C@H]1O	·	5%	·	42%[activator]	i	1.2	-13%	-0.6%	·
Nc1nonc1-c1noc(-c2ccccc2)n1	-1%	-3%	21%	0%	i	-0.1	21%	7.4%	1%
COc1ccc(CNC(=O)C2CC(c3cccc([N+](=O)[O-])c3)=NO2)cc1 (stereo not drawn)	-4%	0%	?	2%	i	0.6	4%	0.9%	-2%
O=C(c1cccc(Br)c1)N1CCN(C(=O)c2cccc(Br)c2)CC1	1%	3%	-13%	17%	i	1.4	16%	0.0%	-8%
COc1ccc(CCC(=O)OC(C)C(=O)c2ccc(C)cc2)cc1 (stereo not drawn)	1%	-38%	1%	7%	i	-7.0	8%	-1.5%	7%
CCS(=O)(=O)c1nc(S(=O)(=O)c2ccc(Cl)cc2)c(NCc2ccc(Cl)cc2)s1	·	-30%	-6%	-31%	·	·	-15%	0.3%	?
Cc1ccc(-c2cc(C(=O)Nc3c(C)n(C)n(-c4ccccc4)c3=O)c3ccccc3n2)cc1	0%	-25%	-5%	10%	i	2.1	19%	0.1%	-18%
CC(C)(C)c1ccc2c(c1)OC(C(=O)N/N=C\c1ccccn1)CO2 (stereo not drawn)	-1%	-2%	16µM*	10%	i	-0.2	?	-0.4%	-10%
Fc1ccc(-c2noc3ncnc(N4CCCCC4)c23)cc1	·	-11%	-10%	?	·	·	-40%[inhibitor]	0.6%	4%
O=C(O)c1cccc(Nc2ncnc3sccc23)c1	-2%	-31%	?	-4%	i	-0.4	-10%	1.7%	1%
CC(C)(C)n1nnnc1C(c1cc2ccccc2o1)N1CCN(C(=O)OCc2ccccc2)CC1 (stereo not drawn)	·	·	·	·	i	0.8	-2%	3.8%	·
C/C(CCC1CC(C)OC1=O)=N\NC(N)=O (stereo not drawn)	0%	-8%	2%	-5%	i	-0.4	1%	0.4%	2%
COc1ccc(CCNC(=O)CN(c2cc([N+](=O)[O-])ccc2OC)S(C)(=O)=O)cc1OC	-2%	2%	-3%	5%	i	-3.9	-7%	0.3%	4%
CC1CN(S(=O)(=O)c2ccc(NC(=O)CCCN3C(=O)c4ccccc4C3=O)cc2)CC(C)O1 (stereo not drawn)	2%	0%	·	3%	i	-4.3	-8%	-0.8%	-2%
COCC(=O)Nc1ccc(N(C)C)cc1	-23%	-13%	13%	2%	i	-0.4	-5%	-0.8%	-6%
COc1ccc([C@H]2C[C@@H](n3cc(COC(=O)c4ccccc4)nn3)[C@H](O)CN2C(=O)c2cccs2)cc1	·	-32%	·	6%	i	-2.6	-3%	5.0%	·
Cc1cccc(N(CC(=O)NCCSCc2ccco2)S(=O)(=O)c2ccccc2)c1	1%	-30%	-1%	6%	i	1.3	18%	4.5%	-7%
O=c1ccncn1C1OC(CO)C(O)C1O (stereo not drawn)	·	8%	11%	-6%	i	-2.3	4%	2.1%	-5%
COc1ccc(C)cc1NS(=O)(=O)c1ccc(Cl)nc1	0%	-23%	4%	-2%	i	0.7	1%	-0.4%	1%
N/C(=N\OC(=O)CCCc1ccccc1)c1ccc(Br)cc1	-2%	-17%	3%	-14%	i	-1.4	12%	-0.6%	1%
COc1ccc(/C(C)=N/N2CCCCC2)c(O)c1	0%	-11%	?	-16%	i	0.6	-3%	-0.3%	1%
COc1ccc(C)cc1NC(=O)c1sc2ncnc(N3CCN(c4ccccn4)CC3)c2c1C	-10%	-9%	1%	2%	i	-139*	-3%	0.3%	5%
O=C(Cc1noc2ccccc12)NNC(=S)Nc1ccc(Cl)cc1	-2%	-47%	-8%	16%	i	0.3	8%	2.9%	-4%
Cc1cc(C)c(OCCN(C)C)c(Cl)c1	-1%	1%	5%	23%	i	-3.6	-1%	-0.6%	2%
O=C(Nc1ccc(N2CCCC2)c(Cl)c1)c1cccs1	-2%	-11%	?	-5%	i	-2.3	12%	4.2%	-7%
O=C(Nc1ccc(Cl)cc1F)c1ccccc1Br	0%	-7%	?	-4%	i	-1.5	3%	?	14%
O=C(CSc1cccc[n+]1[O-])c1cc(Cl)ccc1Cl	-1%	-3%	13%	-7%	i	2.1	?	?	-1%
COc1ccccc1C(=O)N1CCc2ccccc21	0%	-11%	-6%	3%	i	0.1	14%	-0.8%	-24%

Retrieved one by one from above:
SMILES	Mm-Cpn inhibitor	HepG2 tox	Nrf2 inh	TGFb SMAD3 inh	Akt phos inh	CCT chaperon mod	Abeta rescue	Nrf2 activator	A549 viability
Cc1cccc(N(CC(=O)NCCSCc2ccco2)S(=O)(=O)c2ccccc2)c1	1%	-30%	-1%	6%	i	1.3	18%	4.5%	-7%
O=C(O)c1cccc(Nc2ncnc3sccc23)c1	-2%	-31%	?	-4%	i	-0.4	-10%	1.7%	1%
COc1ccc(/C(C)=N/N2CCCCC2)c(O)c1	0%	-11%	?	-16%	i	0.6	-3%	-0.3%	1%
COc1cc(C(=O)c2ccccc2)c(OC)cc1C(=O)Nc1ccc(O)cc1	-1%	-8%	-14%	-1%	i	-3.3	6%	0.3%	0%
Cc1ccc2nc(CSc3nnc(-c4ccncc4)n3C)cc(=O)n2c1	2%	-1%	2%	7%	i	-1.3	-5%	-0.4%	-3%
O=C(Nc1ccc(S(=O)(=O)Nc2ncccn2)cc1)c1ccc(Br)cc1	·	-5%	·	-1%	i	0.3	12%	-0.1%	·

Screening data (PubChem)

An unsorted share of the library; any-hit rate near 4.3%.
